Source: PubChem (Broad Institute)
FN deposition inh = fibronectin deposition inhibition. AH1F fibroblasts, Alexa488-fibronectin deposition fluorescence, overnight. inhibition, % at 12.6 µM. 0.086% of 350,000 active;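 active = mean inhibition across replicates of 30% or more, regardless of how many single replicates reach that level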;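 note: positive control wells lacked labelled fibronectin entirely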
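Schedule: 1 h cell adhesion before compound, then overnight fibronectin incubation; test system: AH1F fibroblast monolayer depositing Alexa488-labelled fibronectin into matrix; quantity: 10000 AH1F cells per well; probe or stimulus: fluorescent fibronectin at 24 nM final; signal: fluorescence, ex 485 nm, em 525 nm; evaluation: percent inhibition as loss of matrix-bound fibronectin fluorescence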
S100A4 inh HTS = blocks human S100A4 binding to myosin IIA peptide. P26447. S100A4/TAMRA-MyoIIA peptide fluorescence polarization. inhibition, % at 10.7 µM. 0.14% of 360,000 active;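 active = mean inhibition of at least 70% across replicates, with every replicate also reaching that level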
Target sequence (P26447 whole entry, looked up): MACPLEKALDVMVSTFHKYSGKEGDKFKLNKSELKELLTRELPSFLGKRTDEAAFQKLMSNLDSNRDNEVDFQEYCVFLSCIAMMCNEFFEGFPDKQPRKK
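incubation = readout 5 min after mixing, signal stable up to 60 min | system = S100A4 monomer protein | buffer or medium = HEPES pH 7.2 with CaCl2, KCl, NaCl, DTT, Triton | benchmarks = neutral control DMSO, positive control TFP | also added = fluorescent myosin IIA peptide, 5 nM | compound dosing = one concentration per compound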
E-sel inducer = E-selectin induction on HUVECs; P16581; HUVEC E-selectin immunofluorescence imaging; normalized: neutral wells 0, TNF-alpha wells 100; activation, % at 7.58 µM; 0.37% of 260,000 active;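 active = mean E-selectin-positive cell signal at least 10% of the positive control, reached in at least 60% of replicates, without over 20% cell loss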;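 note: in these data hits start at about 27%; measured in HUVEC primary endothelial cells; signal is the percent of cells scored E-selectin positive by PE staining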
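Assay system: HUVEC primary endothelial cells. Input: 3,000 HUVEC seeded per well. Doses: one compound dose added by pin transfer. Read-out basis: % PE-positive cells. Benchmarks: TNF-alpha high, DMSO low. Detection: immunofluorescence imaging. Buffer or medium: EGM-2, gelatin.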
EWS-Fli block = EWS/Fli transcriptional activity inhibition; A673 NR0B1-luciferase reporter, viability-normalised; inhibition, % at 12.6 µM; 0.67% of 350,000 active; AID 651661;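 active = mean inhibition of at least 50% after viability correction, with every replicate also passing that limit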;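 note: firefly luciferase signal divided by Alamar Blue viability fluorescence both relative to DMSO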
RAD54 branch = blocks human RAD54 Holliday junction branch migration; AID 602329; FAM/BHQ fluorescence; inhibition, % at 10.4 µM; 0.14% of 360,000 active; Q92698;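 active = mean normalized replicate activity at least 40 and at least half of replicates scoring 40 or more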;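 note: 0% = median of neutral control wells and 100% = median of positive control wells; inhibitors cause a drop in the FAM fluorescence signal; in these data hits start at about 50%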
Target sequence (Q92698 whole entry, looked up): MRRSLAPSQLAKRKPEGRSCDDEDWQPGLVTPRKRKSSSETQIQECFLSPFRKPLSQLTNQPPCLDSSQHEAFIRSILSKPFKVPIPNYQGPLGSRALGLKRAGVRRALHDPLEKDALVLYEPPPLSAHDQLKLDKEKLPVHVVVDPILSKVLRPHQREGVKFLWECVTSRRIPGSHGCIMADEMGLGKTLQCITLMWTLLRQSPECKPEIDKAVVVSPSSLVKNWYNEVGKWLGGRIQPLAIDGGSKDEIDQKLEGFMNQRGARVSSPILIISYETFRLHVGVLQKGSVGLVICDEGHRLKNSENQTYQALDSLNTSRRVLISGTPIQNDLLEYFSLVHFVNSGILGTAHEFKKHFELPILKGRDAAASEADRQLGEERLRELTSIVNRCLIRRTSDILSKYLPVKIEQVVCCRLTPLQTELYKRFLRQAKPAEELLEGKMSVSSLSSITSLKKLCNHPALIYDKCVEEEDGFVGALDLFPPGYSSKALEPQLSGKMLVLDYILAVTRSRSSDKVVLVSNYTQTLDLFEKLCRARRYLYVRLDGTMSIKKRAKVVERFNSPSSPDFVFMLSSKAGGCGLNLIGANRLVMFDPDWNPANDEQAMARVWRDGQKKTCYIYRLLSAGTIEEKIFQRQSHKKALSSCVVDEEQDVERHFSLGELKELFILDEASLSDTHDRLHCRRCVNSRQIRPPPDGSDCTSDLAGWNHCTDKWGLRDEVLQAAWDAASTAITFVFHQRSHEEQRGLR
esBAF inh = blocks esBAF chromatin remodeling in mouse ES cells; Bmi1-luciferase knock-in reporter, 24 h; 100% = twice the neutral-well signal; reporter increase, % at 12.5 µM; 2% of 350,000 active; in the data active = activation above about 40%;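 note: 0% = median of the plate's neutral control wells and 100% = double that signal; a rise in the Bmi1 reporter signal indicates esBAF inhibition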
RAD52 inh = RAD52 (human) annealing inhibition; P43351; recombinant RAD52 DNA annealing, FRET fluorescence; inhibition, % at 18.7 µM; 0.46% of 360,000 active;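 active = every replicate showing at least 50% inhibition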
XiGFP reactiv = reactivates the inactive X chromosome in mouse fibroblasts. AID 743238. XiGFP mouse fibroblasts, % GFP-positive cells imaging, 3 d; cells co-treated with 5-aza-dC sensitizer; scaled so ellipticine positive control = 100%. 0.055% of 360,000 active. activation, % at 7.58 µM;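 active = mean normalized replicate activation at least 10% and every replicate at or above 10%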;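 note: 0% = median of on-plate neutral control wells and 100% = ellipticine 6 µM median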
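material = 68-5-11 XiGFP fibroblast line | medium = DMEM plus 5-aza-dC sensitizer | schedule = 3 days compound exposure | benchmarks = positive control ellipticine, 6 µM final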
Starred values were filed as active, the others as inactive; . = no result given.

The line under a structure holds: FN deposition inh	S100A4 inh HTS	E-sel inducer	EWS-Fli block	RAD54 branch	esBAF inh	RAD52 inh	XiGFP reactiv
> CC(C)CN(C(=O)CSc1nnc2ccccn12)C1CCS(=O)(=O)C1 (stereo unspecified)
 : 4.7	-3.4	0.7	17.3	2.1	-7.0	6.0	0.2
> O=C(N/N=C/c1ccc(Cl)cc1)c1ccc2c(c1)OCO2
 : 2.8	-1.7	0.3	-8.2	-13.5	63.1*	-10.3	0.0
> COC(=O)Cc1ccc(NC(=S)Nc2ccccn2)cc1
 : 1.6	-1.7	.	4.0	.	.	-24.7	0.2
> Cc1cc(C)cc(Oc2nc3c(C)cccn3c(=O)c2/C=C(\C#N)C(=O)NC2CCS(=O)(=O)C2)c1 (stereo unspecified)
 : -3.8	4.0	.	27.8	.	.	-23.5	-0.1
> COc1cccc(CN2CCC2(C)C(=O)Nc2ccc3c(c2)OCO3)c1F (stereo unspecified)
 : 7.1	-4.3	-0.1	2.3	11.5	-4.9	0.1	0.0
> CCOc1ccccc1C(=O)Nc1nncs1
 : .	-1.7	.	-13.8	9.7	-7.0	-8.9	.
> N/C(=N\OC(=O)CN1C(=O)c2ccccc2C1=O)c1ccc(Cl)cc1
 : 2.5	6.3	.	-13.6	.	.	-4.2	0.0
> Cc1[nH]n(-c2ccccc2)c(=O)c1C(c1cccc([N+](=O)[O-])c1O)c1c(C)[nH]n(-c2ccccc2)c1=O
 : -2.7	-4.1	.	0.7	.	.	-13.0	-0.1
> Cc1ccc(S(=O)(=O)N[C@@H]2CC[C@@H](CCn3cc(-c4cccnc4)nn3)O[C@@H]2CO)cc1
 : .	-2.1	-2.6	3.3	-1.8	-1.2	-10.0	-0.2
> CN1CCN(C(=O)c2cc(C(C)(C)C)cc(C(C)(C)C)c2)CC1
 : 1.3	2.1	.	-1.0	.	.	-3.0	0.0
> COc1ccc(N2CCN(C(=O)c3cc(=O)c4cc(C)ccc4o3)CC2)cc1
 : -4.7	-5.4	0.0	6.7	4.3	1.0	-6.1	0.1
> CCOC(=O)C1CCN(c2c(C(=O)c3ccccc3)cnc3ccc(CC)cc23)CC1
 : -7.2	-0.3	0.5	10.6	4.9	3.0	-4.1	-0.1
> CC1Cc2ccccc2N1C(=O)CSc1nnc(Cn2nnc3ccccc32)n1C (stereo unspecified)
 : .	0.6	.	3.2	7.8	-5.9	-1.1	.
> CO[C@H]1CN(C)C(=O)c2cc(NC(=O)Nc3c(C)noc3C)ccc2OC[C@@H](C)N(CC2CC2)C[C@H]1C
 : 3.3	14.0	0.2	-8.3	2.7	-9.1	-2.7	-0.2
> Cc1ccc2nc(NC(=O)c3ccc(Cl)s3)sc2c1
 : -4.5	-2.7	.	-66.8	-1.7	8.8	-13.9	-0.2
> Cc1noc(C)c1NC(=O)Nc1ccc2c(c1)C(=O)N([C@@H](C)CO)C[C@H](C)[C@H](CN(C)Cc1ccc(Cl)c(Cl)c1)O2
 : .	0.3	-5.3	3.7	-4.0	3.1	1.7	0.3
> C=CCc1ccc(O)c(-c2ccc(O)c(CC=C)c2)c1
 : .	-1.5	.	5.5	-7.5	6.4	0.8	.
> COc1ccc(C(CNC(=O)c2ccc(S(=O)(=O)Nc3ccc(F)cc3)cc2)N(C)C)cc1 (stereo unspecified)
 : 8.9	0.5	0.6	4.8	1.4	-0.4	-3.7	0.0
> COc1cc(/C=C2/C(=N)N3OC(C)=CC3=NC2=O)ccc1OCCOc1ccc(C)cc1
 : 2.4	.	-0.5	.	7.0	21.7	.	.
> c1ccc(C2=Nc3cccc4cccc(c34)N2)cc1
 : 1.3	6.3	0.3	-9.6	.	.	-2.1	0.3
> CC(=O)N1CCc2cc(S(=O)(=O)CCC(=O)NCc3ccco3)ccc21
 : -6.3	0.5	.	1.0	.	-9.8	-8.0	0.0
> O=C(O)CCCCCNCc1ccncc1
 : .	-0.5	.	2.9	-7.1	-4.4	-25.0	.
> COc1ccc(S(=O)(=O)NCC(c2ccc(C)cc2)N2CCN(C)CC2)cc1OC (stereo unspecified)
 : -2.7	-9.6	1.1	-0.6	4.3	-3.1	-4.6	0.2
> COc1cccc(CN(C)C(=O)Cc2c[nH]c3ccccc23)c1OC
 : 3.4	-0.6	1.4	2.4	9.3	3.3	-5.2	0.2
> CCc1ccc(CNC(=O)CCc2nnc(Cc3cccc(C(F)(F)F)c3)o2)nc1
 : -8.4	-1.3	.	8.6	.	.	-11.3	0.4
> Cc1cc(-n2c(C)cc(C(=O)COc3cc(F)ccc3[N+](=O)[O-])c2C)no1
 : 1.1	-16.2	6.6	-2.7	3.7	11.3	5.0	0.2
> CCCN1CCc2c(sc(NC(=O)c3ccc(S(=O)(=O)N4CCCC4)cc3)c2C(N)=O)C1
 : .	-13.1	-0.3	.	-41.7	.	-54.4	0.2
> CC=Cc1ccc2n(c1=O)C[C@H]1[C@H](CO)[C@@H](C(=O)NCC(F)(F)F)[C@@H]2N1C(=O)C1CCC1 (mixture of isomers)
 : -6.0	-4.4	0.0	0.4	2.8	4.5	-5.6	0.0
> O=C(NNc1ccc([N+](=O)[O-])cc1)Nc1ccccc1
 : -1.4	-2.2	.	-2.0	-4.9	-2.1	-10.7	0.0
> CC(=O)NC(CC(=O)Nc1ccc(S(=O)(=O)N2CCCCC2)cc1)c1ccccc1 (stereo unspecified)
 : 0.2	-10.5	.	.	4.0	-6.3	-11.8	.

Later entries.
The line under a structure holds: FN deposition inh	S100A4 inh HTS	E-sel inducer	EWS-Fli block	RAD54 branch	esBAF inh	RAD52 inh	XiGFP reactiv
> CN1C(=O)c2cc(NS(=O)(=O)c3ccc(Cl)cc3)ccc2OC[C@@H]2O[C@H](CC(=O)O)CC[C@@H]21
 : 2.4	5.9	0.0	1.3	-1.2	-4.6	-1.1	0.1
> COc1ccc(CN(C)C(=O)c2ccc(NC(=O)CC3SC(N4CCCC4)=NC3=O)cc2)c(OC)c1 (stereo unspecified)
 : 1.0	-2.9	0.3	7.9	-5.8	-3.8	-12.5	0.1
> C[C@@H](NC(=O)C[C@@H]1C[C@H]2c3cc(NS(C)(=O)=O)ccc3O[C@H]2[C@@H](CO)O1)c1ccccc1
 : 13.0	-5.2	-0.1	0.2	8.9	-12.4	-4.2	0.0
> O=C(COc1cccc2cccnc12)N/N=C/c1ccc(O)cc1
 : .	4.8	.	-2.1	-0.4	1.9	0.1	0.0
> COc1ccc(-c2cc(NC=O)c3ncc(-c4ccc(OC)c(OC)c4)n3c2)cc1OC
 : 10.4	-15.2	.	43.6	0.7	-19.0	-16.8	0.0
> O=C(NCC[C@H]1CC[C@H](NS(=O)(=O)c2cccc(F)c2)[C@H](CO)O1)C1CC1
 : -7.7	14.0	0.1	0.1	-15.0	-5.9	2.4	0.2
> C[C@@H]1CN([C@H](C)CO)C(=O)Cc2cc(NC(=O)C3CC3)ccc2O[C@H]1CN(C)S(=O)(=O)c1cccs1
 : .	4.7	5.9	-1.9	5.1	-0.8	3.2	0.7
> CCn1c(SCC(=O)NC(C)(C)C)nnc1-c1ccoc1C
 : -4.4	.	-2.8	.	-18.9	1.6	.	.
> COc1cc(OC)c(S(=O)(=O)Nc2ccccc2NC(=O)CN2CCOCC2)cc1NC(C)=O
 : -3.4	-2.3	-1.2	4.2	.	.	-13.1	-0.4
> Cc1cccc(N2CC(C(=O)Nc3ccc(S(=O)(=O)N4CCOCC4)cc3)CC2=O)c1 (stereo unspecified)
 : -0.9	-3.0	0.6	13.0	9.8	-6.0	-8.7	0.0
> CC1=C(C(=O)NC2CCCc3c2cnn3-c2ccc(F)cc2F)OCCO1 (stereo unspecified)
 : 5.1	-4.1	.	8.5	-6.8	-8.9	-5.9	0.0
> CCCCC(=O)N/N=C/c1ccc(-c2ccc([N+](=O)[O-])cc2)o1
 : .	-4.4	.	1.1	.	.	-3.4	0.1
> O=C(CNC(=O)c1ccc(F)cc1)N/N=C/c1cc(Br)ccc1OCc1ccccc1
 : -12.9	-7.0	.	-33.2	-2.3	.	-19.3	0.1
> CC(C)NC(=O)Nc1ccc2c(c1)C(=O)N([C@@H](C)CO)C[C@@H](C)[C@@H](CN(C)Cc1ccc(C(F)(F)F)cc1)O2
 : .	-25.0	59.3*	-3.6	-23.9	-4.5	6.1	-0.1
> CCC1C(C#N)=C(SCC(N)=O)NC2=C1C(=O)CC(C)(C)C2 (stereo unspecified)
 : -1.2	20.8	.	17.7	-6.8	.	-4.0	0.0
> O=C(C[C@@H]1CC[C@H](NC(=O)Nc2cc(F)ccc2F)[C@H](CO)O1)NCc1ccccn1
 : 3.7	7.2	-0.5	2.5	-0.6	1.2	10.5	0.3
> COc1ccc(-c2nn(-c3ccccc3)cc2/C=C/C(=O)N2CCN(c3ccccn3)CC2)cc1
 : -4.4	-5.3	.	15.9	.	.	-14.5	0.0
> Cc1cccc(OCC(O)CN2CCN(S(=O)(=O)c3ccc(C)cc3C)CC2)c1 (stereo unspecified)
 : 1.2	-1.8	-0.3	1.6	-5.6	1.6	-19.2	0.2
> CCCNC(=O)Cn1c(=O)/c(=C/c2ccc(-c3cccc([N+](=O)[O-])c3)o2)s/c1=C\C(=O)C(C)(C)C
 : -9.0	0.6	2.4	-18.1	-1.4	.	-28.0	0.0
> O=C(NC1CC2CCCC(C1)N2C(=O)Nc1ccccc1F)C1CC1 (stereo unspecified)
 : -7.7	-4.1	.	.	3.6	-7.1	-11.5	0.1
> COc1ccc(C(=O)Nc2ccc(-n3nncc3C(C)(C)C)cc2)cc1
 : 3.2	-5.9	3.1	-11.7	.	.	-1.5	0.0
> Fc1ccc(-c2ccc(NCCN3CCOCC3)nn2)cc1
 : 2.3	3.8	.	-61.0	20.9	27.0	-7.7	0.1
> OC[C@@H]1[C@H](c2ccc(/C=C/c3ccccc3)cc2)[C@@H]2CN(Cc3cccnc3)CCCCN12
 : .	.	-0.4	-21.2	2.6	4.9	.	0.0
> Cn1cnc(S(=O)(=O)N2CCCCN3[C@H](CO)[C@@H](c4ccc(C#CC5CC5)cc4)[C@@H]3C2)c1
 : .	0.5	.	1.4	-4.5	.	-3.1	.
> C[C@H]1CN([C@@H](C)CO)C(=O)c2cccc(NC(=O)C3CCCCC3)c2O[C@H]1CN(C)C(=O)Nc1ccc(C(F)(F)F)cc1
 : .	10.7	0.5	4.9	3.3	1.9	10.8	0.0
> COc1ccc(OC)c(Cc2nnc(CCC(=O)N3CCN(C4CCCC4)CC3)o2)c1
 : -2.1	-3.6	0.9	.	-27.8	33.0	-8.5	-0.1
> CC1CC(C)CN(S(=O)(=O)c2cc(C(=O)O)c(Cl)s2)C1 (stereo unspecified)
 : 3.3	.	-0.2	.	6.5	-5.8	.	0.0
> CS(=O)(=O)Nc1ccc(C2=NN(C(=O)c3ccco3)C(c3ccccc3F)C2)cc1 (stereo unspecified)
 : 0.2	-2.8	.	3.3	.	.	-33.3	0.0

2 records drawn at random from those above, as already listed:
The line under a structure holds: FN deposition inh	S100A4 inh HTS	E-sel inducer	EWS-Fli block	RAD54 branch	esBAF inh	RAD52 inh	XiGFP reactiv
> COc1cccc(CN2CCC2(C)C(=O)Nc2ccc3c(c2)OCO3)c1F (stereo unspecified)
 : 7.1	-4.3	-0.1	2.3	11.5	-4.9	0.1	0.0
> N/C(=N\OC(=O)CN1C(=O)c2ccccc2C1=O)c1ccc(Cl)cc1
 : 2.5	6.3	.	-13.6	.	.	-4.2	0.0
